FLuc stim CS: affects firefly luciferase, flagging false hits in luciferase stimulation screens; 200,000 tested, under 10 active; activation factor at 10 µM; ATPlite luciferase biochemical, luminescence, 10 min; 0 = ATP-free wells, 1 = DMSO control; AID 1027;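 active means luciferase activation factor, scaled between plate controls, of at least 2 with compound at 10 µM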
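Assay system: Luciferase/luciferin reagent mix; Medium: PBS as buffer for the ATP substrate; Dosing: test compounds dosed from 2 mM stocks in 100% DMSO; Times: 10 min, room temperature; Signal: luminescence from luciferase reaction; Read-out: luciferase activation; Controls: No-ATP low control, compound-free enzyme-plus-ATP high control.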
APP 5UTR inh: APP translation inhibition; SH-SY5Y APP 5'UTR-luciferase reporter, luminescence; inhibition, % at 2 µM; hit rate 0.82% among 190,000; AID 1285;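 active means inhibition above a set limit, derived from the sample mean plus 3 SD, cut at about 45% in these data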; further: values of inactives mirror those of a sister screen read the other way
TNAP inh hi DEA: blocks human TNAP under high phosphate acceptor concentration | AID 1135 | purified TNAP, CDP-star luminescence, 1 M DEA | hit rate 0.03% among 200,000 | inhibition, % at 20 µM | P05186;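 active means over 50% inhibition of tissue-nonspecific alkaline phosphatase at 20 µM in the single-dose screen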;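 further: plate controls were DMSO wells for no effect and EDTA-quenched wells as full inhibition for full effect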
Target sequence (P05186 whole entry, looked up): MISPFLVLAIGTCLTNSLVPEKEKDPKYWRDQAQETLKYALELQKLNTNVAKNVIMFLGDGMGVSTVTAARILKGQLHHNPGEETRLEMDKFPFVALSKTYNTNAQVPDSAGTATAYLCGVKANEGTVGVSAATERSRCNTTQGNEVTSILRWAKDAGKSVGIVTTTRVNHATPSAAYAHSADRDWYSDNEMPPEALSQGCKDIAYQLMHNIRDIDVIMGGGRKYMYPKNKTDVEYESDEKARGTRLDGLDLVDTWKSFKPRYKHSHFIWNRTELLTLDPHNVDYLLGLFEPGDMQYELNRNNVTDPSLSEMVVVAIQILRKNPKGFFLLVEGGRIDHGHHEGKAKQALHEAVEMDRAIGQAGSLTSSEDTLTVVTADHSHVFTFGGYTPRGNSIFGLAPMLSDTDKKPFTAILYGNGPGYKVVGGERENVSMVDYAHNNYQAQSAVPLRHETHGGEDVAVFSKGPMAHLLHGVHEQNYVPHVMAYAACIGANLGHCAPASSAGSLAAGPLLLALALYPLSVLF
L major viab: reduces viability of Leishmania major promastigotes. inhibition, % at 10 µM. hit rate 9% among 200,000. resazurin fluorescence viability; in the data active means inhibition above about 50%;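 further: promastigotes grown with compound for 44 hours at 28 °C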
RAM network inh: inhibitors of the yeast RAM network; S. cerevisiae dse1pr::URA3 reporter, 5-FOA growth OD615, 2 d; analog-sensitive cbk1-as2 kinase mutant strain; inhibition, % at 50 µM; hit rate 1.8% among 190,000;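 active means inhibition above a set limit, 3 SD over mean compound inhibition, cut at about 8.4% in these data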;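 further: 0% = DMSO-only wells with no growth and 100% = 10 µM 1-NA-PP1 full growth; inhibition rescues growth on 5-FOA so higher OD means more RAM inhibition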
bIAP inh: intestinal alkaline phosphatase (bovine) inhibition | purified bovine IAP, CDP-star luminescence, 30 min | inhibition, % at 20 µM | 190,000 tested, under 10 active | AID 1019;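 active means over 50% inhibition of intestinal alkaline phosphatase at 20 µM in the single-dose screen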
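Assay system: bovine IAP enzyme; medium: DEA buffer 100 mM, pH 9.8, with MgCl2 1.0 mM, ZnCl2 0.02 mM; doses: 20 µM single dose; incubation: enzyme reaction for 30 min at room temperature; detection: CDP-star luminescence signal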
TNAP act hi DEA: TNAP (human) activation, high acceptor. 200,000 tested, under 10 active. activation factor at 20 µM. purified TNAP, CDP-star luminescence, 1 M DEA, 30 min; active compounds read high; 0 = EDTA background, 1 = DMSO-only activity. P05186;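 active means activation factor at least 2 at 20 µM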
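system = human TNAP | amount = enzyme diluted 1/800 final | reagent = 100 µM CDP-star substrate | signal = luminescent substrate turnover signal | dosing = one dose, 20 µM | benchmarks = EDTA negative control, DMSO positive control | measure = activation factor | timing = 30 min reaction, room temperature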
FLuc inhib CS: counter-screen for luciferase assay inhibitors: firefly luciferase inhibition. inhibition, % at 10 µM. hit rate 1.5% among 200,000. ATPLite firefly luciferase biochemical luminescence, 10 min. AID 1006. P08659;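 active means inhibition above about 50% when tested at 10 µM, limit read from the data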
TNAP inh noacc: inhibitors of human TNAP without phosphate acceptor; P05186; purified TNAP, CDP-star luminescence, 30 min; AID 1012; inhibition, % at 20 µM; hit rate 0.26% among 200,000;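 active means tissue-nonspecific alkaline phosphatase inhibition above about 50% at 20 µM in the single-dose screen, limit read from the data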;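 further: 0% = DMSO negative control and 100% = EDTA positive control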
bIAP activator: increases bovine intestinal alkaline phosphatase activity | purified bovine IAP, CDP-star luminescence, 30 min; active compounds read high; fold of DMSO-control signal, blank-subtracted | activation factor at 20 µM | hit rate 0.17% among 200,000 | AID 1016;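 active means activation factor of 2 or more at 20 µM, a signal rise over negative controls twice the positive control's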
The depositor's hits bear a star; . = not tested or not shown.

cpd	structure	FLuc stim CS	APP 5UTR inh	TNAP inh hi DEA	L major viab	RAM network inh
1	Cc1nc2ccc(NC(=O)c3nn(C(C)C)c(=O)c4ccccc34)cc2s1	1	10	-1	0	2.5
2	COc1ccc(NC(=O)N2CCCC2C(=O)NCc2ccc(C)cc2)cc1 (stereo not given)	1	18	-5	4	2.2
3	CC(=O)NS(=O)(=O)c1ccc(N=NN2CCCCC2)cc1	1	11	-1	47	-0.5
4	O=C(NCc1ccccn1)c1ccc2nc(-c3ccco3)c(-c3ccco3)nc2c1	1	-11	8	-6	7.2
5	Cc1ccc(C(=O)NC(=S)Nc2cccc3nsnc23)cc1	1	-39	2	-4	2.6
6	O=C(CSc1ccc(-c2cccs2)nn1)Nc1ccccc1F	0.9	-12	-3	11	4.7
7	Cc1ccc(NC(=O)C2CC(=O)N/C(=N/NC(=O)c3ccc(C)cc3)S2)cc1 (stereo not given)	1	2	-2	-9	6.7
8	COC(=O)CSc1ncnc2c1sc1nc(-c3ccco3)c3c(c12)CC(C)(C)OC3	0.9	-3	1	-2	1.3
9	CCc1nnc(NC(=O)CSc2nnc(-c3ccccc3OC)n2-c2ccc(C)cc2)s1	1	1	-3	57*	0.8
10	O=C(NCCc1ccccc1)C1CCN(C2CCN(C(=O)CC3=CCCCC3)CC2)CC1	1	0	-5	-1	3.3

cpd	bIAP inh	TNAP act hi DEA	FLuc inhib CS	TNAP inh noacc	bIAP activator
1	8	1	1	-10	0.9
2	3	1.1	-4	-14	1
3	12	1	-4	-32	0.9
4	5	0.9	2	3	1
5	21	1	-1	-1	0.8
6	-3	1	6	-2	1
7	-12	1	2	-96	1.1
8	-3	1	5	-1	1
9	35	1	0	-8	0.6
10	-16	1.1	-4	-12	1.2

(continued)
cpd	structure	FLuc stim CS	APP 5UTR inh	TNAP inh hi DEA	L major viab	RAM network inh
11	COc1cccc(-c2nc(-c3ccccc3)no2)c1	0.5	-128	-1	1	1.4
12	Cc1ccc(-c2ccc(SCC(=O)Nc3ccc4c(c3)OCCO4)nn2)cc1	0.4	-13	3	-2	3.0
13	CC(C)(C)NC(=O)NC(=O)CN1CCN(c2ncc(C(F)(F)F)cc2Cl)CC1	1	10	-5	9	0.0
14	Cc1ccsc1C(=O)Nc1ccc(O)c(-c2nc3ccccc3s2)c1	1	-7	-4	-13	1.3
15	CCOc1ccc(CCNC(=O)CCc2nc(-c3ccc(C)cc3)no2)cc1OCC	1	-3	-5	-1	1.9
16	C(#CCN1CCOCC1)COC(c1ccccc1)c1ccccc1	1.1	-17	-4	17	1.5
17	COc1ccc([N+](=O)[O-])cc1NC(=O)c1ccc(CN(c2ccccc2)S(C)(=O)=O)cc1	1	10	9	3	6.7
18	N#C/C(=C/c1ccc(-c2ccccc2)o1)c1nc(-c2cccs2)cs1	1	-5	24	-7	5.8
19	Cc1ccc(S(=O)(=O)CC(=O)N2CCCCCC2)cc1	1	7	-2	5	0.1
20	CS(=O)(=O)N1CCN(c2ccc([N+](=O)[O-])c(NCc3cccnc3)c2)CC1	0.9	-6	17	19	1.0

cpd	bIAP inh	TNAP act hi DEA	FLuc inhib CS	TNAP inh noacc	bIAP activator
11	15	1	46	-9	0.9
12	8	1	57*	-6	0.9
13	1	1	-4	-4	1
14	-7	1	1	-11	1.1
15	-2	1.1	-2	-10	1
16	7	1	-7	-5	0.9
17	-18	0.9	-2	-5	1.2
18	9	0.8	4	27	0.9
19	13	1	0	-6	0.9
20	21	0.8	6	14	0.8

(continued)
cpd	structure	FLuc stim CS	APP 5UTR inh	TNAP inh hi DEA	L major viab	RAM network inh
21	COc1ccc(C(=O)C2CN(c3ccccc3)CC2c2ccc(Cl)cc2)cc1 (stereo not given)	1.1	-10	1	10	7.9
22	Cc1nc2cc(N3CCOCC3)c(NC(=O)C3CC3)cc2c(=O)n1Cc1ccccc1	1	-4	-4	5	.
23	COc1ccc(-c2nn(-c3ccccc3)cc2C(=O)O)cc1	1	-4	-7	2	3.1
24	CC1CN(S(=O)(=O)c2cccc(C(=O)OCC(=O)Nc3ccc4c(c3)OCO4)c2)CC(C)O1 (stereo not given)	1.1	-8	-3	2	0.5
25	CCN(CC)C(=O)C1CCN(S(=O)(=O)c2ccc(C3CNC(=O)C3)cc2)CC1 (stereo not given)	1	11	-3	-7	0.1
26	O=C(CSc1ncnc2c1nnn2-c1ccc(F)cc1)NCc1ccco1	1	-20	-4	4	2.0
27	c1ccc(Cn2nnc(-c3ccccc3)n2)cc1	1	-21	3	3	0.6
28	Cc1nc2sccn2c1-c1csc(NCc2ccccc2)n1	1	-1	-7	13	0.8
29	CCn1c(N2CCN(C(=O)/C=C/c3ccccc3)CC2)nc2ccccc21	1.1	-8	-5	0	2.9
30	Cc1ccc2nc(SC(C)C(=O)N3CCOCC3)[nH]c2c1 (stereo not given)	1	-56	0	10	0.9

cpd	bIAP inh	TNAP act hi DEA	FLuc inhib CS	TNAP inh noacc	bIAP activator
21	23	1	-5	5	0.8
22	-14	1	-5	-8	1.1
23	-1	1.1	0	-15	1
24	-1	1	-6	4	1
25	2	1	-4	-11	1
26	14	1	2	-12	0.9
27	4	1	-3	-6	1
28	5	1.1	2	-6	1
29	1	1	-6	-2	1
30	0	1	1	-12	1

Carrying on:
cpd	structure	FLuc stim CS	APP 5UTR inh	TNAP inh hi DEA	L major viab	RAM network inh
31	COc1ccc2nc(C)[nH]c(=O)c2c1	1	-22	-9	-4	1.2
32	Cc1cc(-c2nnc(CCC(=O)NC(c3ccccc3)c3ccccc3)o2)no1	1	-15	-10	5	3.5
33	COC(=O)c1ccc2c(=O)n(Cc3ccco3)c(SCC(=O)Nc3cc(C)on3)nc2c1	1.1	-7	-4	4	-0.2
34	Cc1oc(=O)c(NC(=O)c2ccccc2)cc1C(C)O (stereo not given)	1	-29	-6	-11	1.6
35	O=C(Nc1ccc([N+](=O)[O-])cc1)Nc1ccc(N2CCOCC2)c2nonc12	1	0	13	98*	1.0
36	CSc1ccc(NC(=O)CC(C)=O)cc1	1	-1	-7	-1	0.4
37	Cc1c(NC(=O)CN2CCN(c3ccc(O)cc3)CC2)c(=O)n(-c2ccccc2)n1C	1	-12	-1	-2	1.3
38	CC(C)n1c(NCc2nc3ccccc3n2C)nc2ccccc21	1	-5	-4	60*	0.1
39	O=C(c1ccc(F)cc1)N1CCN(c2ccc([N+](=O)[O-])c(N3CCCCC3)c2)CC1	1	-1	11	1	1.0
40	Cc1noc(C)c1CSc1ccc2ccccc2n1	1	-1	-4	0	0.6

cpd	bIAP inh	TNAP act hi DEA	FLuc inhib CS	TNAP inh noacc	bIAP activator
31	5	1.1	-4	-8	1
32	4	1.1	-3	-9	1
33	6	1	-8	-21	0.9
34	1	1.1	-1	-11	1
35	6	0.9	-1	22	0.9
36	1	1.1	-2	-16	1
37	-2	1	1	-6	1
38	-67	1	-1	-27	1.7
39	13	0.9	-2	4	0.9
40	13	1	4	-10	0.9

Remaining list, next part:
cpd	structure	FLuc stim CS	APP 5UTR inh	TNAP inh hi DEA	L major viab	RAM network inh
41	CC(=O)Nc1nc(-c2ccc3c(c2)CCN3S(C)(=O)=O)cs1	0.8	-61	-3	-1	1.2
42	COc1ccc(C(=O)/C=C/C(=O)N(CC(=O)NC2CCCCC2)CC2CCCO2)c(O)c1 (stereo not given)	1	71*	-1	12	0.7
43	O=c1[nH]c(-c2ccco2)nc2sc3c(c12)CCCC3	0.5	-154	5	33	1.5
44	Cc1ccc(-c2noc(-c3ccccc3C(=O)N3CCCC3)n2)cc1	1	-17	-6	13	0.5
45	Cc1nn(C)c(C(=O)Nc2ccc(Cn3cccn3)cc2)c1[N+](=O)[O-]	1	4	1	-4	1.4
46	CCOC(=O)CN/C=C(\C#N)c1ccccc1	1	-1	-3	-5	1.5
47	COc1ccc(-n2c(O)c(C=Nc3ccccc3)c3ccccc3c2=O)cc1	1.1	-8	-1	-5	1.0
48	O=C(OCCCCN1C(=O)c2ccccc2C1=O)c1ccc(Br)o1	1.1	-3	-7	2	2.7
49	COc1cccc(C2CC(c3ccc(Br)cc3)=NN2C(=O)c2ccncc2)c1OC (stereo not given)	1	-4	-3	61*	-0.4
50	COc1cc(NC(c2ccccc2)c2ccccc2)cc(OC)c1OC	1	10	0	96*	8.4*

cpd	bIAP inh	TNAP act hi DEA	FLuc inhib CS	TNAP inh noacc	bIAP activator
41	4	1	15	-8	1
42	-10	1	-1	-4	1.1
43	17	0.9	50	-2	0.8
44	3	1.1	3	-7	1
45	-2	1	-3	-3	1
46	0	1	1	-9	1
47	-16	1	-6	-5	1.2
48	0	1.1	-12	-16	1
49	0	1	-2	-2	1
50	-29	1	-1	3	1.3

Molecules from the list above that have a halogen, in the order listed:
cpd	structure	FLuc stim CS	APP 5UTR inh	TNAP inh hi DEA	L major viab	RAM network inh
6	O=C(CSc1ccc(-c2cccs2)nn1)Nc1ccccc1F	0.9	-12	-3	11	4.7
13	CC(C)(C)NC(=O)NC(=O)CN1CCN(c2ncc(C(F)(F)F)cc2Cl)CC1	1	10	-5	9	0.0
21	COc1ccc(C(=O)C2CN(c3ccccc3)CC2c2ccc(Cl)cc2)cc1 (stereo not given)	1.1	-10	1	10	7.9
26	O=C(CSc1ncnc2c1nnn2-c1ccc(F)cc1)NCc1ccco1	1	-20	-4	4	2.0
39	O=C(c1ccc(F)cc1)N1CCN(c2ccc([N+](=O)[O-])c(N3CCCCC3)c2)CC1	1	-1	11	1	1.0
48	O=C(OCCCCN1C(=O)c2ccccc2C1=O)c1ccc(Br)o1	1.1	-3	-7	2	2.7
49	COc1cccc(C2CC(c3ccc(Br)cc3)=NN2C(=O)c2ccncc2)c1OC (stereo not given)	1	-4	-3	61*	-0.4

cpd	bIAP inh	TNAP act hi DEA	FLuc inhib CS	TNAP inh noacc	bIAP activator
6	-3	1	6	-2	1
13	1	1	-4	-4	1
21	23	1	-5	5	0.8
26	14	1	2	-12	0.9
39	13	0.9	-2	4	0.9
48	0	1.1	-12	-16	1
49	0	1	-2	-2	1
